# Source: PubChem BioAssay (National Center for Advancing Translational Sciences (NCATS))
# PTAP TSG101 blk: blocks PTAP/TSG101 interaction to inhibit HIV-1 budding. Fluorescence polarization, FITC-PTAP peptide / Tsg101 binding. AID 493005. Q99816. 340,000 tested, under 10 active. Potency, µM (titrated, usually from 115 µM), for inactives: at the top dose activity change, negative = inhibition, usual class: inhibitors; active means well fitted inhibition curve with a large enough effect in the main read-out, with a control signal flat, not every such curve was filed as active; inconclusive means small, poorly fitted or top-dose-only effect, or effect the other way, or a change in a side signal; inactive means no such curve, though single readings can be large or run the other way; further: potency means the concentration at half of the fitted maximal effect; % of control where 0% means no effect
#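 Steps: Tsg101 binding domain dispensed (10 uM final), compounds pinned in DMSO, FITC-labeled PTAP-motif peptide added (50 nM final); after 20 min binding at room temperature, polarization measured.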
# Integrin act MD: activators of alpha7 integrin expression for muscular dystrophy | Potency, µM (series often up to 38.3 µM), for inactives: at the top dose activation, hits mostly activators | hit rate 0.064% among 350,000 | AID 624291 | alpha7betagal myoblasts, beta-gal FDG fluorescence, 48 h;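 further: potency means the concentration at half of the fitted maximal effect; 100% = response of the positive control SU9516; nearly all actives have a fitted effect of over 60% in size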
#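 Alpha7betagal+/- myoblasts (passage 13) were plated 16-24 hr, then exposed to compounds (1:260 dilution of DMSO stock) for 48 hours at 37C. After MPER lysis, β-galactosidase reporter activity was read as FDG fluorescence (ex 480/em 540) after 30 minutes.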
# Menin-MLL TR inh: menin-MLL binding inhibition, Texas Red mutant peptide; O00255; Menin + Texas Red MLL mutant peptide, fluorescence polarization; Potency, µM (highest dose often 61.6 µM), inactives show top-dose FP activity change, negative = inhibition, most hits filed as inhibitors; hit rate 0.23% among 270,000; active means well fitted inhibition curve with a large enough effect in the polarisation, with a control signal flat, not every such curve was filed as active; inconclusive means small, poorly fitted or top-dose-only effect, or effect the other way, or a change in a side signal; inactive means no such curve, though single readings can be large or run the other way; the % refers to the polarisation; further: potency means the concentration at half of the fitted maximal effect; % of control where 0% means no effect; many of its hits are not listed in these tables
# CXXC DNA block: MLL CXXC-DNA interaction inhibition. MLL-CXXC / FITC-HOXA9 DNA fluorescence polarization. Potency, µM (top dose mostly 115 µM), for the others: at the top dose activity change, negative = inhibition, actives largely listed as inhibitors. hit rate 0.037% among 290,000. Q03164. AID 2662; active means well fitted inhibition curve with a large enough effect in the polarisation, with a control signal flat, not every such curve was filed as active; inconclusive means small, poorly fitted or top-dose-only effect, or effect the other way, or a change in a side signal; inactive means no such curve, though single readings can be large or run the other way; the % refers to the polarisation; further: potency means the concentration at half of the fitted maximal effect
#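 Fluorescence polarization: 7 uM MLL-CXXC (stock) preincubated 5 min with compounds, then 50 nM fluorescein-HOX-A9 DNA (stock) added; 30 min ambient. Buffer 50 mM Tris-HCl pH 7.5, 50 mM NaCl, 1 mM DTT, 0.05% BSA.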
# ASM inhibitor: human S-ASM enzyme inhibition; placental ASM, HMU-PC fluorogenic substrate, 60 min; P17405; Potency, µM (series often up to 57.5 µM), for inactives: at the highest dose activity change, negative = inhibition, most hits filed as inhibitors; hit rate 0.006% among 340,000; further: potency means the concentration at half of the fitted maximal effect
#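 Human placenta-derived ASM preincubated with compound 10 min at room temperature, then reacted with 9 uM (final) fluorogenic HMU-PC substrate for 60 min at 37 C. Stop solution raises pH to 10; fluorescence read at Ex 386/Em 447 nm.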
# Mito fusion act: inhibitors of mitochondrial division or activators of mitochondrial fusion; S. cerevisiae fusion-defective mutant growth rescue, CellTiterGlo 48 h; Potency, µM (highest dose often 46.1 µM), without a hit: top-dose growth rescue (activation), hits mostly activators; hit rate 0.23% among 320,000; AID 485298;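 further: potency means the concentration at half of the fitted maximal effect; % of control where 0% means no effect; nearly all actives have a fitted effect of over 45% in size; temperature-sensitive fusion mutants such as fzo1-1 at 37 °C on non-fermentable ethanol glycerol medium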
#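 S. cerevisiae fusion-defective temperature-sensitive mutants (e.g. fzo1-1, mgm1-5) grown 48 h at 37C in YPEG (ethanol/glycerol non-fermentable) medium with 23 nl compound per well; growth rescue read as CellTiterGlo luminescence.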
# A-T KAP1 phos: potential ataxia-telangiectasia treatment; hit rate 0.19% among 320,000; Potency, µM (doses to about 57.5 µM), for the others: at the top dose activation, usual class: activators; […] A-T fibroblasts, KAP-1 phosphorylation AlphaLISA; neocarzinostatin DNA damage 30 min before lysis; further: potency means the concentration at half of the fitted maximal effect; % of control where 0% means no effect; nearly all actives have a fitted effect of over 45% in size
#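 ATM-like activity read as KAP-1 phosphorylation via AlphaLISA donor/acceptor antibody pairs after lysis and 6 hr at 25C. Cells were ATM-null patient fibroblasts ([…], hTERT), dosed 60 min, then exposed to the DSB inducer NCS for 30 min.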
# MBNL1-CUG inh: inhibitors of human MBNL1 binding to CUG repeat RNA. TR-FRET MBNL1-His/biotin-(CUG)12 binding, 665/545 ratio. Q9NR56. Potency, µM (top dose mostly 57.5 µM), for the others: at the top dose activity change, negative = inhibition, most hits filed as inhibitors. hit rate 0.036% among 280,000; active means well fitted inhibition curve with a large enough effect in the signal ratio, with a control signal flat, not every such curve was filed as active; inconclusive means small, poorly fitted or top-dose-only effect, or effect the other way, or a change in a side signal; inactive means no such curve, though single readings can be large or run the other way; the % refers to the signal ratio; further: potency means the concentration at half of the fitted maximal effect; on the % scale 0 is the no-effect control and ±100 the full control effect
#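 Inhibition of protein-RNA binding appears as loss of TR-FRET between terbium anti-His antibody on MBNL1-His and streptavidin-XL665 on biotin-(CUG)12. Activity is normalized to buffer-only and uninhibited-complex controls.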
# TCR activator: activators of T cell receptors; primary human leukocytes, anti-CD3, IL-2 HTRF, 48 h; Potency, µM (titrated, usually from 9.22 µM), for inactives: top-dose activation of IL-2 secretion, usual class: activators; 330,000 tested, under 10 active; further: % of control where 0% means no effect
#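 Human primary leukocytes + a-CD3 beads + cpd, 48 hr; IL-2 in supernatant by HTRF (ex 320nm / em 665nm). No co-stimulatory signal supplied.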
# TSHR antagonist: human thyrotropin receptor antagonism | P16473 | TSHR-expressing cells, TSH-stimulated cAMP HTRF, 2 h; active compounds read low | activity change, negative = inhibition, % at 11.5 µM | hit rate 0.2% among 330,000 | AID 504810;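 active means activity change below a set negative limit, meaning inhibition stronger than a set level, cut at about -70% in these data; inconclusive means activity change between two set negative limits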; further: on the % scale 0 is the no-effect control and ±100 the full control effect
#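 TSHR-expressing cells were treated with compounds, then stimulated with TSH at EC80 (4nM final) for 2 hours at 37 deg C. Cellular cAMP was measured by HTRF competition between lysate cAMP and cAMP-d2 for a cryptate-labelled anti-cAMP antibody.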
# * = called active by the depositor; u = inconclusive; x = no result given; [ ] = dose if it differs, or a comment. Unless noted, the call rests on the fitted dose curve; in most records, active means well fitted curve in the direction sought with a large enough effect; inconclusive means small, poorly fitted or top-dose-only effect, or another doubt; inactive means no such curve, though single readings can be large; an effect the other way counts as inactive or inconclusive.
SMILES	PTAP TSG101 blk	Integrin act MD	Menin-MLL TR inh	CXXC DNA block	ASM inhibitor	Mito fusion act	A-T KAP1 phos	MBNL1-CUG inh	TCR activator	TSHR antagonist
COc1cccc(/C(O)=C2/C(=O)C(=O)N(c3cc(C)on3)C2c2cccs2)c1 (centres undefined)	-7%	-21%	3%	3%	2%	0%	4%	u	-7%	38
CC/C=C\C/C=C\C/C=C\CCCCCCCC(=O)O	0%	x	-3%[24.8 µM]	-9%	-5%	-9%	5%	x	2%	-1
O=C(COC(=O)C1CC(=O)N(Cc2ccccc2)C1)c1ccc(F)cc1 (centres undefined)	-2%	0%	6%	13%	-1%	-1%	3%	x	4%	7
O=S(=O)(NCCN1CCCC1)c1cccc2cccnc12	0%	2%	6%[11.7 µM]	3%	-5%	0%	4%	-1%	1%	-3
CCc1ccccc1NC(=O)c1cnccn1	-5%	34%	0%	-2%	4%	-4%	1%	-7%	1%[46.1 µM]	17
Cc1csc(NC(=O)Nc2ccc(Cl)cc2)n1	-10%	14%	11%	-7%	8%	-4%	10%	-7%	x	3
CCc1ccc2c(CN(C)Cc3ccc(OC(F)F)c(OC)c3)cc(=O)oc2c1	1%	-38%	5%	4%	-7%	8%	7%	-4%	-2%	-3
CNc1ccccc1C(C)(C)c1cc(-c2cccc([N+](=O)[O-])c2)no1	1%	-57%[inhibitor]	5%	5%	-6%	-9%	4%	20%	4%	2
Cn1cc2c(=O)n(/N=C/c3ccccc3)cnc2n1	1%	-9%	-2%	-5%	5%	0%	-5%	u	-6%[46.1 µM]	20
COc1ccc2c(c1)CCc1c(C(=O)NCc3ccc(F)cc3)noc1-2	-1%	-7%	5%	4%	-2%	-2%	-4%	u	2%	2
COc1ccc(S(=O)(=O)N2CCC(C(=O)NC3CCCC3)CC2)cc1C	-3%	0%	1%	1%	2%	0%	-2%	1%	2%	3
CCN(CC(=O)Nc1ccc(OC)cc1)C(=O)CCc1nc2ccccc2c(=O)[nH]1	0%	-17%	x	x	-2%	2%	1%	x	-2%	-3
CC1CN(c2ncnc3c2c(-c2ccccc2)cn3-c2ccc(F)cc2)CC(C)O1 (centres undefined)	0%	-34%	u	3%	-10%	4%	2%	x	0%	-11
Cc1nc2ccccc2c(=O)n1NC(=O)c1cccc(Cl)c1	1%	-5%	1%	-1%	3%	6%	-25%	8%	3%	20
Cc1cc(C(=O)NCc2csc(-c3ccccc3)n2)no1	-2%	-14%	x	-15%	0%	-4%	8%	13%	12%	26
Cc1noc(C)c1COc1ccc(C(=O)OCC(=O)Nc2c(C)n(C)n(-c3ccccc3)c2=O)cc1	0%	2%	-6%	-3%	-1%	-3%	7%	-6%	-2%	0
Cc1ccc(-c2nnc(SCC(=O)NC3CC3)n2N)cc1	-1%	-43%	x	4%	-1%	0%	-6%	-7%	1%	-4
C=CCN1C(=O)/C(=C2/Sc3ccccc3N2C)SC1=Nc1c(C)n[nH]c1C	-2%	-23%	u	-3%	-4%	3%	8%	1%	-1%	0
CC(=O)Oc1ccc2c(=O)c(-c3nc4ccccc4s3)coc2c1	1%	4%	17%	-7%	-1%	5%	-5%	-3%	-9%	5
CC1(C)CC(=O)c2c(noc2-c2ccccc2)C1	-1%	-11%	-8%	-1%	-1%	0%	17%	-1%	7%	-23
CCc1cc2c(SCC(=O)NC(=O)c3cccn3C)ncnc2s1	2%	1%	-11%	19%	0%	0%	3%	66%[activator]	1%	-10
CC(C)=NNC(=O)c1c(O)c2ccccc2[nH]c1=O	1%	-1%	x	-23%	-2%	-12%	3%	x	7%	0
OCc1ccccc1O[C@@H]1O[C@H](CO)[C@@H](O)[C@H](O)[C@H]1O	0%	15%	-2%	-4%	1%	-2%	6%	-3%	2%	3
COc1ccc(/C(N)=N/OC(=O)c2ccco2)cc1	-1%	26%	-11%	9%	-1%	1%	3%	0%	-3%	-18
CN(CC(=O)Nc1ccccc1Br)C(=O)CCSc1ccc(F)cc1	-1%	2%	x	x	-1%	9%	9%	x	5%	-10
Cc1ccc(CSc2nnc(CC(=O)Nc3ccc(C)cc3)n2C)cc1	-4%	-2%	-26%	6%	-1%	-4%	5%	-6%	-3%	7
O=C(NNC1=NC2(CCCC2)Cc2ccccc21)c1cccnc1	0%	6%	-1%	-26%	-5%	1%	1%[11.5 µM]	-2%	4%	6
COc1ccc2[nH]c(=O)c(CN(Cc3cccs3)C(=S)Nc3cccc(C)c3)cc2c1	-3%	-2%	x	24%	2%	u	0%	-16%	-10%[46.1 µM]	-16
O=C(CSc1nc2ccccc2n1CCc1ccccc1)NC1CCS(=O)(=O)C1 (centres undefined)	-4%	-2%	8%	0%	-3%	18%	4%	0%	0%	-1
COc1ccc(NC(=O)C(CCCCNC(=O)OC(C)(C)C)NC(=O)OCc2ccccc2)cc1 (centres undefined)	1%	-11%	5%	3%	2%	-4%	0%	x	-2%	6
COc1ccc(NC(=O)CN(C)CC(=O)NCc2ccc(C)cc2)cc1	-2%	u	x	x	-3%	2%	-1%	x	x	0
O=C(Nc1ccccc1N1CCOCC1)c1ccccc1NS(=O)(=O)c1ccc(F)c(F)c1	-4%	17%	u	-17%	-3%	20%	5%	5%	2%	-23
CC(C)NC(=O)C(c1ccc(F)cc1)N(C(=O)CCC(=O)Nc1ccccn1)c1cccc(F)c1 (centres undefined)	1%	9%	-14%	0%	1%	5%	2%	-7%	2%	3
CN(C1CCCCC1)S(=O)(=O)c1ccc(NC(=O)C2CCCCC2)cc1	1%	-32%	5%	1%	-12%	-4%	-1%	-5%	0%	22
Cc1csc(NC(=O)c2cc(C)on2)n1	-1%	-12%	x	x	7%	1%	-2%	x	2%	6
Nc1cc(=O)[nH]c(SCC(=O)c2ccc(O)cc2O)n1	-4%	-11%	14%	-7%	-3%	18%	-27%	-2%	-3%	2
CCCCN(CC)C(=O)c1oc2ccc(S(=O)(=O)N3CCCC3)cc2c1C	-2%	-39%	-12%	9%	0%	u	-8%	-4%	-7%	-1
O=C(CCC(=O)Nc1ccc(F)cc1)N/N=C/c1ccccc1O	0%	-24%	13%	35%[activator]	x	1%	1%	3%	-18%	0
C=CCN(C(=O)c1csnn1)C(C(=O)NC1CCCCC1)c1ccc(C)cc1 (centres undefined)	-6%	-13%	-3%	-1%	1%	2%	9%	-6%	-3%	-4
COc1cc(/C=C/[N+](=O)[O-])ccc1OC(=O)c1cc2ccccc2oc1=O	1%	-3%	25%	2%	-1%	2%	6%	u	0%	1
CC(C(=O)NC1CCCc2ccccc21)N1CCN(c2ccc(F)cc2)CC1 (centres undefined)	0%	4%	3%	1%	0%	0%	5%	-12%	1%[46.1 µM]	2
CC1CCN(CCCNC(=O)c2ccc(N3CCCC3=O)cc2)CC1	-9%	-2%	x	6%	5%	0%	0%	1%	-1%	13
Clc1ccc2[nH]c3c(c2c1)CCc1cn[nH]c1-3	-6%	-21%	u	9%	-15%	-25%	-5%	4%	1%	-21
O=C(C1COc2ccccc2O1)N1CCN(Cc2ccc3c(c2)OCO3)CC1 (centres undefined)	0%	23%	-12%	42%[activator]	0%	8%	1%	0%	-6%	5
COc1ccc(OCC(=O)NCc2cccnc2)cc1	-6%	17%	-13%	-5%	2%	-1%	2%	1%	-5%	1
CCOc1ccccc1C=NNc1ccc([N+](=O)[O-])cn1	-1%	0%	x	x	9%	x	x	x	3%	x
COC(=O)Cn1nc(-c2ccc(C)c(S(=O)(=O)N(C)C)c2)c2ccccc2c1=O	-1%	8%	-1%	-5%	-3%	8%	9%	-9%	22%	0
CCN(CCNC(=O)C1CCN(Cc2nc(-c3cccc(Cl)c3)oc2C)CC1)c1ccccc1	-1%	-48%[inhibitor]	0%	-8%	2%	-21%	-7%	-18%	5%	1
Cc1ccc(C(=O)O)cc1S(=O)(=O)N1CCC(C(=O)O)CC1	-1%	7%[7.66 µM]	-1%	-3%	-2%	-6%	0%	-10%	x	5
CCCCCCCCC(=O)O	1%	-15%	x	x	-3%	x	x	x	6%	x
Cc1ccc(-c2noc(CSc3nnc(-c4ccccc4)n3C)n2)cc1	-11%	6%	-38%	-4%	0%	5%	1%	-8%	1%	-7
COC(=O)c1cc(O)c(OCc2ccccc2)c(O)c1	2%	2%	20%	2%	1%	-9%	-5%	2%	6%	2

# These rows are one share of the data; the hit share may differ from the screen's.
